High-throughput results from PubChem BioAssay.
GAA glycogen – inhibitors or activators of human alpha-glucosidase glycogen cleavage; AID 2100; recombinant GAA, glycogen substrate, Amplex Red glucose oxidase fluorescence; Potency, µM (top dose mostly 76.4 µM), without a hit: at the top dose activity change, negative = inhibition, hits mostly inhibitors; P10253; 0.38% of 300,000 active;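 further: potency means the concentration at half of the fitted maximal effect; 0% = full enzyme reaction and -100% = no-enzyme basal signal; the screen sought inhibitors and activators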
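Recombinant human enzyme (4 nM); glycogen substrate; 37 C, 40 min, pH 5.0. Readout: coupled glucose oxidase/Amplex Red fluorescence.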
CBFb-RUNX1 inh – CBF-beta/RUNX1 interaction disruption | Q01196+Q13951 | AlphaScreen CBFb-His/RUNX1-biotin binding, biochemical | Potency, µM (doses to about 59.8 µM), inactives show at the top dose activity, negative = inhibition, hits mostly inhibitors | 230,000 tested, under 10 active | AID 1477; further: % of control where 0% means no effect
Target sequence (Q01196 whole entry, looked up): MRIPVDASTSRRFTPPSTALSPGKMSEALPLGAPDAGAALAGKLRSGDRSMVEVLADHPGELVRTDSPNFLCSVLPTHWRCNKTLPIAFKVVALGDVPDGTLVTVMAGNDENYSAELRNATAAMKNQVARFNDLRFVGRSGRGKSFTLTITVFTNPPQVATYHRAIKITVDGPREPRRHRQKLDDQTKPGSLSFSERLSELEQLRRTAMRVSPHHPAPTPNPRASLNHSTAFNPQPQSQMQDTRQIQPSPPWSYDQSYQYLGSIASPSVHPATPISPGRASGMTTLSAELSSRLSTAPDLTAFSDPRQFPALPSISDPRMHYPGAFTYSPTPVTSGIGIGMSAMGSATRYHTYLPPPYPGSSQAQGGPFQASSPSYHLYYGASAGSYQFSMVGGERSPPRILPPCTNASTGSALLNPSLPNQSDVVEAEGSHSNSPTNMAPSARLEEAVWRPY
Target sequence (Q13951 whole entry, looked up): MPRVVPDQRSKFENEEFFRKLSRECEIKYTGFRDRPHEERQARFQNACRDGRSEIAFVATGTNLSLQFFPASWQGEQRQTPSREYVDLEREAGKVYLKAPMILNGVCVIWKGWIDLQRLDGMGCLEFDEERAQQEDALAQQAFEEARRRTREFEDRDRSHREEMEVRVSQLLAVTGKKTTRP
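Read-out: AlphaScreen. Format: His-CBF-beta with biotinylated RUNX1 (30 nM each) preincubated 20 min, compound 15 min, Ni-chelate plus streptavidin beads 90 min; room temperature throughout.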
HttQ103 aggreg – mutant huntingtin aggregation inhibition; Potency, µM (top dose mostly 46.1 µM), without a hit: top-dose activity change, negative = inhibition, actives largely listed as inhibitors; AID 1688; PC12 HttQ103-GFP aggregates, Acumen cytometry, 40 h; 1.1% of 220,000 active; further: potency means the concentration at half of the fitted maximal effect; on the % scale 0 is the no-effect control and ±100 the full control effect; nearly all actives have a fitted effect of over 60% in size
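Aggregates are detected as GFP objects 1–25 µm with signal 6 STDEV over background in lysates of induced PC12 cells. These carry Huntingtin exon 1 with 103 glutamines fused to GFP under an ecdysone promoter; compounds titrated.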
Lamin A splicing – LMNA splicing modulation | 0.01% of 200,000 active | Potency, µM (top dose mostly 46.1 µM), inactives show at the highest dose ratio change, negative = inhibition, actives largely listed as inhibitors | HeLa LMNA splicing GFP/RFP minigene ratio, 48 h; active means well fitted inhibition curve with a large enough effect in the signal ratio, with a control signal flat, not every such curve was filed as active; inconclusive means small, poorly fitted or top-dose-only effect, or effect the other way, or a change in a side signal; the % refers to the signal ratio; further: potency means the concentration at half of the fitted maximal effect; on the % scale 0 is the no-effect control and ±100 the full control effect
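Read-out is the ratio of GFP to DsRed2 object intensity, acquired by 488 nm laser-scanning cytometry on HeLa lamin A-EGFP minigene reporter cells. Compound incubation 48 hrs at 37 °C in Opti-MEM with 2% FBS; DMSO 0.5% final.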
aGlu spleen mod – inhibitors or activators of human alpha-glucosidase in spleen homogenate. P10253. human spleen homogenate, 4-MU-alpha-glucoside fluorescence. Potency, µM (doses to about 79.9 µM), for inactives: at the highest dose activity change, negative = inhibition, actives largely listed as inhibitors. 0.006% of 240,000 active. AID 2112;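 further: potency means the concentration at half of the fitted maximal effect; 0% = enzyme with vehicle and -100% = no enzyme basal signal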
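AC50 values come from Hill-equation fits of concentration-response data, normalized to no-enzyme and full-activity controls. Enzyme source: 1 ug human spleen homogenate; 1 mM fluorogenic 4-MU glucoside, pH 5.0 citrate buffer, 37 C, 40 min.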
GAA inhib – inhibitors of human lysosomal alpha-glucosidase; P10253; Potency, µM (highest dose often 76.9 µM), for inactives: at the top dose activity change, negative = inhibition, hits mostly inhibitors; 0.005% of 200,000 active; AID 1466; purified human GAA, 4-MU-alpha-glucoside fluorescence;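 further: potency means the concentration at half of the fitted maximal effect; plate controls were uninhibited enzyme wells for no effect and no-enzyme background for full effect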
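Endpoint fluorogenic read: 20 min room-temperature reaction of 4 nM human alpha-glucosidase with 400 uM 4-methylumbelliferyl-alpha-D-pyranoside, pH 5.0, quenched with 1M NaOH/1M glycine pH 10. AC50 from Hill modeling.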
HTT cytoprotect – cytoprotection in Huntington HTT-Q103 PC12 cell model. PC12 HTT-Q103 induced, cytoprotection, ATP luminescence, 40 h. Potency, µM (titrated, usually from 56.4 µM), inactives show cytoprotection (ATP increase), most hits filed as activators. 0.14% of 230,000 active;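 further: potency means the concentration at half of the fitted maximal effect; % of control where 0% means no effect; nearly all actives have a fitted effect of over 45% in size; toxic huntingtin expression switched on by the ecdysone agonist tebufenozide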
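PC12 cells stably carrying ecdysone-inducible Htt exon 1 (Q103)–GFP were induced with 100 nM tebufenozide (final) alongside library compounds in a dose series. Cytoprotection was scored as retained ATP by ATPlite luminescence.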
The depositor's hits bear a star; u = inconclusive; x = no result given; [ ] = another dose, or the depositor's remark. Unless noted, the call rests on the fitted dose curve; in most records, active means well fitted curve in the direction sought with a large enough effect; inconclusive means small, poorly fitted or top-dose-only effect, or another doubt; inactive means no such curve, though single readings can be large; an effect the other way counts as inactive or inconclusive.

SMILES | GAA glycogen | CBFb-RUNX1 inh | HttQ103 aggreg | Lamin A splicing | aGlu spleen mod | GAA inhib | HTT cytoprotect
O=C(O)[C@H]1CCCC[C@H]1C(=O)NCCc1ccccc1 | 3% | 1% | -2% | 1% | 13% | -6% | 8%
CCc1nc(SCC(=O)c2ccc3c(c2)OCCO3)c2ccccc2n1 | -1% | 10% | u | u | -10% | u | 13%[10 µM]
OC(COC(c1ccc(F)cc1)c1ccc(F)cc1)CN1CCc2ccccc2C1 (stereo not drawn) | 8% | -9% | u | -6% | -2% | -11% | -3%[10 µM]
S=C(Nc1cccnc1)NC1CCCC1 | -6% | -4% | 24% | -3% | -8% | 6% | -21%[10 µM]
Cc1ccc(S(=O)(=O)NC(=NCC(=O)O)c2ccccc2)cc1 | -6% | 2% | -1% | 3% | 3% | -1% | -2%
CCOC(=O)N1CCN(C(=O)CSc2nnc(C3COc4ccccc4O3)o2)CC1 (stereo not drawn) | 9% | 0% | 19% | -3% | 2% | 5% | -14%
O=C(Cc1cn(Cc2cccc(Cl)c2)c2ccccc12)N1CCCC1 | 7% | 0% | 13% | u | -8% | 0% | -24%[10 µM]
CC(CCc1ccco1)NC(=O)Cn1nc(Cc2ccncc2)c2ccccc2c1=O (stereo not drawn) | -4% | -5% | 19% | 5% | 0% | -8% | 11%
CCN(CC)S(=O)(=O)c1ccc(C)c(NC(=O)COC(=O)[C@@H]2CCCN2C(=O)c2cccs2)c1 | 5% | 11% | 18% | -9%[46 µM] | -4% | -2% | -13%
O=C(N/N=C/c1sc2ccccc2c1O)c1ccccc1 | u | x | 3.2µM* | u | -2% | -7% | -79%[inhibitor][10 µM]
COc1cccc(NC(=O)CCN2C(=O)c3ccc([N+](=O)[O-])cc3C2=O)c1 | 5% | 1% | 2% | x | 3% | 4% | -22%
CSc1nnc(-c2nnc(SC)n2-c2ccccc2)n1-c1ccccc1 | 0% | 5% | -21% | -10% | -13% | 1% | -4%[10 µM]
COC(=O)CN1C(=O)S/C(=C/c2cc(C)n(C)c2C)C1=O | -2% | -8% | -2% | 5% | -3% | -7% | -27%
COc1cccc(-c2cc(C(=O)NCCCn3ccnc3)no2)c1 | -2% | 0% | -2% | u | -9% | -2% | -2%
COc1cc(OC)cc(C(=O)N[C@H](C(=O)OCC(=O)N2CCc3ccccc32)C(C)C)c1 | -4% | u | -4% | -3%[46 µM] | 0% | 1% | -9%[10 µM]

Sorted by value in GAA inhib (rising): three of the compounds above
smiles | GAA glycogen | CBFb-RUNX1 inh | HttQ103 aggreg | Lamin A splicing | GAA inhib
Cc1ccc(S(=O)(=O)NC(=NCC(=O)O)c2ccccc2)cc1 | -6% | 2% | -1% | 3% | -1%
CSc1nnc(-c2nnc(SC)n2-c2ccccc2)n1-c1ccccc1 | 0% | 5% | -21% | -10% | 1%
COc1cccc(NC(=O)CCN2C(=O)c3ccc([N+](=O)[O-])cc3C2=O)c1 | 5% | 1% | 2% | x | 4%

(listing goes on)
SMILES | GAA glycogen | CBFb-RUNX1 inh | HttQ103 aggreg | Lamin A splicing | aGlu spleen mod | GAA inhib | HTT cytoprotect
COCCN(C(=O)/C=C/c1ccccc1)c1c(N)n(Cc2ccccc2)c(=O)[nH]c1=O | 5% | 5% | 0% | 16%[46 µM] | 0% | 13% | 9%
O=C(NCc1ccc(Cl)cc1Cl)C(=O)N1CCCCC1 | 8% | 7% | -3% | -1% | -5% | -6% | 24%
CCNC(=O)NC(=O)C(C)OC(=O)[C@H](C)NS(=O)(=O)c1c(C)c(C)cc(C)c1C (stereo partly drawn) | 5% | 7% | -34%[9.22 µM] | x | 0% | x | -2%[10 µM]
O=C(Nn1c(O)c(C=C2N=c3ccccc3=N2)sc1=S)c1ccccc1 | 3% | -23% | 9% | 3% | -4% | u | -10%
Nc1nnnn1/N=C/c1ccccc1OCc1ccc(Cl)cc1 | 5% | 18% | -21% | 7% | -13% | -2% | 0%[1.9 µM]
N#Cc1ccc(-c2cccs2)nc1SCc1cccnc1 | 2% | 8% | -31%[9.22 µM] | x | 3% | x | -68%[inhibitor][10 µM]
O=C(Cn1cc(C(F)(F)F)ccc1=O)N/N=C/c1ccccc1 | 6% | 18% | 21% | -7%[9.22 µM] | 2% | -1% | -24%
C/C(Cn1nnc([N+](=O)[O-])n1)=N\NC(=O)c1ccccc1O | u | 4% | -2%[9.22 µM] | x | -7% | -13% | 19%[10 µM]
Nc1ccc(N2CCOCC2)cc1C(F)(F)F | -4% | 1% | 9%[9.22 µM] | x | -7% | 8% | 29%[10 µM]
CCc1cccc2c(C(=O)COC(=O)c3ccc([N+](=O)[O-])s3)c[nH]c12 | -3% | u | -26% | -6% | 8% | -3% | 43%[10 µM]
CC1N(C)c2cc(NC(=O)c3cccs3)c(P(=O)(Nc3ccc([N+](=O)[O-])cc3)N3CCOCC3)cc2C1(C)C (stereo not drawn) | -5% | -18% | u | x | -6% | u | -28%
COc1ccc(N(CC(=O)NCCC2=CCCCC2)S(=O)(=O)c2c(C)[nH]c(=O)[nH]c2=O)cc1 | 1% | -1% | 20%[9.22 µM] | x | 6% | x | -7%[10 µM]
CCOc1ccc(-n2cnnn2)cc1S(=O)(=O)NCCc1ccc(OC)c(OC)c1 | 4% | 4% | -15% | -10% | 11% | u | -14%
COC(=O)c1nn(-c2cccc(C(F)(F)F)c2)c(=O)cc1Sc1ccccn1 | 12% | 3% | -6% | -1% | -1% | u | 0%
O=C(O)Cn1cc(/C=C2\SC(=O)N(c3ccccc3)C2=O)c2ccccc21 | -14% | -9% | -14%[9.22 µM] | u | 2% | 1% | -11%[1.9 µM]

Random excerpt: 2 records from the list
SMILES | GAA glycogen | CBFb-RUNX1 inh | HttQ103 aggreg | Lamin A splicing | aGlu spleen mod | GAA inhib | HTT cytoprotect
CC1N(C)c2cc(NC(=O)c3cccs3)c(P(=O)(Nc3ccc([N+](=O)[O-])cc3)N3CCOCC3)cc2C1(C)C (stereo not drawn) | -5% | -18% | u | x | -6% | u | -28%
CCNC(=O)NC(=O)C(C)OC(=O)[C@H](C)NS(=O)(=O)c1c(C)c(C)cc(C)c1C (stereo partly drawn) | 5% | 7% | -34%[9.22 µM] | x | 0% | x | -2%[10 µM]

(cont.)
SMILES | GAA glycogen | CBFb-RUNX1 inh | HttQ103 aggreg | Lamin A splicing | aGlu spleen mod | GAA inhib | HTT cytoprotect
COCCn1c(=NC(=O)c2ccc3c(c2)OCO3)c(C#N)cc2c(=O)n3cccc(C)c3nc21 | 0% | 3% | -3% | 0% | 15% | u | -16%
COc1ccc(NC(=O)C2CCCN2S(=O)(=O)c2ccc3c(c2)CCC(=O)N3)c(OC)c1 (stereo not drawn) | x | -3% | 7% | -5% | -5% | 0% | -33%
O=S(=O)(Nc1ccc(Cl)cc1)c1ccc(N2CCOCC2)c(NC(=S)NCCN2CCOCC2)c1 | 19% | -2% | 9% | x | -3% | 4% | x
Cc1cccc(Nc2ncc3c(n2)CC(C)CC3=O)c1 (stereo not drawn) | -6% | 2% | -10% | -10% | -3% | 2% | -59%[inhibitor][0.074 µM]
CCN1C(=O)C(NC(C)=O)c2cc(Br)ccc21 (stereo not drawn) | -11% | -1% | -1% | -1% | -5% | -11% | -5%
CCCOc1ccc(NC(=O)C2CC(=O)N/C(=N/N=C(C)/C=C/c3ccc(N(C)C)cc3)S2)cc1 (stereo not drawn) | -4% | -22% | 41% | u | -21% | -7% | x
COC(=O)[C@H](CCSC)NC(=O)Nc1cccc(Br)c1 | -5% | -1% | 8%[9.22 µM] | x | -1% | -6% | 35%[10 µM]
O=c1oc2ccccc2n1Cc1ccccc1 | -21% | 0% | -32%[9.22 µM] | x | 1% | u | -50%[inhibitor][10 µM]
COC(=O)N/N=C/c1cc(Br)ccc1O | -5% | 5% | -22% | x | -4% | 11% | u
CC(C)(C)C(=O)Nc1c2c(nc3c1CCC3)CCCC2 | -8% | -5% | -5% | 2% | -5% | -5% | -19%
CC(=O)N1CCCC1(C(=O)O)c1ccccc1 (stereo not drawn) | 7% | 1% | -23%[9.22 µM] | x | 0% | x | -15%[10 µM]
O=C(NCCc1ccccc1)C1CCN(c2ncccn2)CC1 | -7% | 6% | 4%[9.22 µM] | 1%[46 µM] | -7% | -4% | 1%[10 µM]
O=C(CSc1nc2cccnc2n1Cc1ccccc1)NCc1ccco1 | -5% | -6% | -8% | 6% | -7% | 8% | 6%[10 µM]
CC(=O)OC[C@@H]1O[C@H](C/C=N\O[C@@H](C)c2cc(-c3c(C)cc(C)cc3C)no2)C=C[C@@H]1OC(C)=O | x | 14%[13.1 µM] | x | x | 5%[17.4 µM] | x | 9%[10 µM]
Nc1ncnc2c1ncn2CCOc1ccccc1 | 4% | -1% | -12% | -16% | 10% | -1% | -64%[inhibitor][0.074 µM]
Cc1[nH]c2ccccc2c1/C=N/Nc1nc(Nc2ccccc2)nc(N2CCOCC2)n1 | u | -19% | x | u | -10% | 6% | -106%[inhibitor]

By substructure, the entries above with a furan ring, fused or not.
SMILES | GAA glycogen | CBFb-RUNX1 inh | HttQ103 aggreg | Lamin A splicing | aGlu spleen mod | GAA inhib | HTT cytoprotect
CC(CCc1ccco1)NC(=O)Cn1nc(Cc2ccncc2)c2ccccc2c1=O (stereo not drawn) | -4% | -5% | 19% | 5% | 0% | -8% | 11%
O=C(CSc1nc2cccnc2n1Cc1ccccc1)NCc1ccco1 | -5% | -6% | -8% | 6% | -7% | 8% | 6%[10 µM]
